# M4 PAM = potentiates acetylcholine response at human M4 receptor | activation, % at 3 µM | hit rate 0.4% among 360,000 | CHO-K1 hM4/Gqi5, Fluo-8 calcium fluorescence, ACh EC20; 0% = ACh EC20, 100% = maximal ACh | P08173;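 active = activation above its plate's cutoff, the mean activation of sample wells plus 3 SD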; note: some results filed as inactive read as strong as hits
# Target sequence (P08173 whole entry, looked up): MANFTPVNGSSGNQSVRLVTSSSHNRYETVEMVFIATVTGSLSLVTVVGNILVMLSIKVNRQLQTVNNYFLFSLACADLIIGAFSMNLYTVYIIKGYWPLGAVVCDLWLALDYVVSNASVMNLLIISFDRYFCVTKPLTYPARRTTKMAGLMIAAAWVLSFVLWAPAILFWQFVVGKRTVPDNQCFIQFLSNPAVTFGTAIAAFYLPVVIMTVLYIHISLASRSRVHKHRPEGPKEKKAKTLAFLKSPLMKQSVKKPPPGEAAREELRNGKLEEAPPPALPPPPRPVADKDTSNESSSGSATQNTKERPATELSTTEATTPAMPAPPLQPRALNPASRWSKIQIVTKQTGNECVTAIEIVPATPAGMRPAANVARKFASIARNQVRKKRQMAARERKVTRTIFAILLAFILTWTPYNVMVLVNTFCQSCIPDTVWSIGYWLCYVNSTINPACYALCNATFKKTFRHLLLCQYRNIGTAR
# CHRM1 PAM = positive allosteric modulators of human M1 muscarinic receptor; P11229; CHO-K1 hM1, Fluo-8 calcium fluorescence, ACh EC20; 0% = ACh EC20, 100% = maximal ACh; activation, % at 3 µM; hit rate 0.088% among 360,000; AID 588819; in the data active = activation above about 19%, passing the limit was not always enough
# CRFR2-BP ag = CRF-BP/CRF-R2 complex agonism; HEK293 CRF-R2/CRF-BP, calcium dye fluorescence (FLIPR); percent of saturating CRF peptide response; activation, % at 13.2 µM; hit rate 0.46% among 350,000; AID 588473;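 active = activation of at least 50%, plus an integration ratio under a set limit after plate pattern correction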;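 note: plate controls were neutral control wells without compound for no effect and CRF at EC100 for full effect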
# M5 PAM = positive allosteric modulators of human muscarinic M5 receptor; hit rate 0.3% among 360,000; P08912; CHO-K1 hM5, Fluo-8 calcium, ACh EC20 PAM; 0% = ACh EC20, 100% = ACh EC100; activation, % at 3 µM;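 active = activation above the run cutoff, the mean activation of all test compounds plus 3 SD, cut at about 18% in these data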
# Target sequence (P08912 whole entry, looked up): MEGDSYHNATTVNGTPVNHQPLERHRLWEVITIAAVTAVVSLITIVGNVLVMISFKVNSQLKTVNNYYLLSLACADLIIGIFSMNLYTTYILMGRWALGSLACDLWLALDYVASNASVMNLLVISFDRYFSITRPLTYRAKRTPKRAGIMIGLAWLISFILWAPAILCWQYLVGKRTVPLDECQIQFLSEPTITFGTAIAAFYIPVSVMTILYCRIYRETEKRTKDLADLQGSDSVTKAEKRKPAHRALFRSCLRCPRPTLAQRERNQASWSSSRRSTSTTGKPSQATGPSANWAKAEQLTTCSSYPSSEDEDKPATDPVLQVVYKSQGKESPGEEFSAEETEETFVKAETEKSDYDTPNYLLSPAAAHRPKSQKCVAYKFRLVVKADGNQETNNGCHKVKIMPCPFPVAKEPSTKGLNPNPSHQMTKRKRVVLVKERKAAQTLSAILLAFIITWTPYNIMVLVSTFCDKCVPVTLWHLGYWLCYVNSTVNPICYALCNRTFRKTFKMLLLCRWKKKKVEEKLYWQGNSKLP
#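 Replicates: One well per compound, no replicates | System: Human M5 receptor in CHO-K1 cells | Benchmarks: Low control EC20 acetylcholine (0%), high control EC100 acetylcholine (100%) | Probe or stimulus: Acetylcholine, EC20 level | Times: Fluo-8 loading 80 min at 37 °C plus 30 min room temperature | Signal: Intracellular calcium via Fluo-8 fluorescence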
# CHRM4 agonist = CHRM4 agonism in calcium assay; activation, % at 3 µM; P08173; CHO-K1 hM4/Gqi5, Fluo-8 calcium fluorescence; vehicle 0%, full acetylcholine response 100%; AID 624127; hit rate 0.14% among 360,000;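 active = activation above the run mean over all test wells plus 3 SD, cut at about 32% in these data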;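 note: peak over basal fluorescence ratio per well then scaled between controls; 0% = DMSO wells and 100% = acetylcholine at EC100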
# CHRM5 antagonist = CHRM5 antagonism in calcium assay; hit rate 0.59% among 360,000; inhibition, % at 3 µM; CHO-hM5 cells, Fluo-8 calcium fluorescence, ACh EC80; P08912; AID 624040;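 active = inhibition above a per-plate cutoff, the mean of that plate's test compounds plus 3 SD, cut at about 27% in these data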;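 note: 0% = acetylcholine EC80 with DMSO and 100% = DMSO without agonist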
# CRFBP-R2 block = antagonists of CRF-binding protein/CRF-R2 receptor complex; inhibition, % at 11.8 µM; HEK293 CRF-R2/CRF-BP, CRF-induced calcium fluorescence; hit rate 0.59% among 350,000;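 active = inhibition of the ligand-induced calcium signal above about 50% at the single tested concentration, limit read from the data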
# M4 antag = CHRM4 antagonism in calcium assay; hit rate 0.73% among 360,000; AID 624125; inhibition, % at 3 µM; CHO-hM4 cells, ACh EC80, Fluo-8 calcium fluorescence;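 active = inhibition above its plate's cutoff, the mean inhibition of sample wells plus 3 SD, cut at about 27% in these data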;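 note: 0% = acetylcholine EC80 with DMSO and 100% = DMSO without agonist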
# CHRM5 agonist = agonists of human muscarinic M5 receptor (CHRM5). P08912. CHO-K1 hM5 cells, Fluo-8 calcium fluorescence; 0% DMSO wells, 100% maximal acetylcholine response. activation, % at 3 µM. hit rate 0.19% among 360,000;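 active = activation above the run's mean over test compounds plus 3 SD, cut at about 23% in these data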;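 note: signal is peak over basal fluorescence ratio across the kinetic read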
# The depositor's hits bear a star; · = not tested or not shown. No enrichment for hits, and some 2.6% of all compounds hit somewhere here.
# The line under a structure holds: M4 PAM	CRFR2-BP ag	CHRM4 agonist	CHRM1 PAM	M5 PAM	CHRM5 agonist	CRFBP-R2 block	CHRM5 antagonist	M4 antag
> CC(C)C(OC(=O)c1nsc(Cl)c1Cl)C(=O)NC1CCCCC1 (stereo not drawn)
    -5	0.8	-1	-9	-4	-5	2	7	9
> Cc1cc(C)c(NC(=O)COC(=O)CCn2c(C)csc2=O)c(C)c1
    1	3.7	1	9	6	-6	-9	-3	-10
> CCN(CC)C(=O)C1=C(C)N(Cc2ccccc2)C(=O)C(CC(=O)NCCCCc2ccccc2)C1 (stereo not drawn)
    0	-1.1	8	-2	-9	-2	1	4	-23
> CC(=O)c1sc(NC(=O)c2ccc(F)cc2)nc1-c1ccccc1
    6	-0.3	0	8	3	-6	-30	9	4
> COc1ccc(-n2ncc3c(=O)n(CC(=O)Nc4ccc(S(=O)(=O)N5CCOCC5)cc4)cnc32)cc1
    -8	1.7	3	0	0	0	3	-1	14
> O=C(c1ccc(Cl)cc1)N1CCc2ccccc21
    -7	-4.0	-2	0	2	-11	18	12	16
> COc1ccc(NC(=O)CN(C)C(=O)Cc2c[nH]c3ccccc23)cc1
    -1	-0.1	2	3	-3	4	-3	-4	-8
> CC(=O)Nc1c(F)cc(Br)cc1F
    2	-1.0	0	5	7	2	-13	-1	-3
> O=C(O)c1cc(NS(=O)(=O)c2ccc(NCc3ccccc3)c([N+](=O)[O-])c2)cc(C(=O)O)c1
    7	-0.6	0	7	4	-1	5	4	0
> CCOC(=O)/C=C1\SCC(=O)N1CC(=O)Nc1ccccc1OC(F)F
    -2	-0.6	0	10	1	-2	13	0	3
> O=C(NCc1ccncc1)c1ccc(Oc2ccccc2)cc1
    -10	0.5	7	1	-7	2	8	11	4
> CCOc1ccc(CCNC(=O)c2cccc(NC3=NC4CS(=O)(=O)CC4S3)c2)cc1 (stereo not drawn)
    15	-2.2	1	21	4	0	8	-4	-22
> C/C(=N\NC(=S)Nc1ccc(C)cc1)c1cc2ccccc2o1
    -1	-3.4	-2	7	17	6	2	7	-4
> O=C(NCC(c1ccco1)N1CCc2ccccc2C1)c1ccc(Br)cc1 (stereo not drawn)
    -5	-1.1	-1	0	2	-7	22	9	-2
> Cc1ccc(-n2nc3c(=O)n(CC(=O)NCCCc4ccccc4)nc(C)c3c2C)cc1
    -3	-0.3	0	-3	-6	-5	6	7	1
> COc1ccc(-c2cn[nH]c2N)c(OC)c1
    6	-2.9	0	10	-5	-3	-21	0	-2
> COC(=O)c1ccc(CSc2nc3c(c(=O)n2-c2ccc(Br)cc2)SCC3)o1
    -7	-1.0	1	-13	-18	-4	61*	3	3
> O=C(c1ccc(C(F)(F)F)cc1)c1c[nH]c(C(=O)NCCCn2ccnc2)c1
    -4	-0.9	0	-2	2	-6	14	-4	7
> COc1cc(CN2CCCCCC2)cc(OC)c1O
    -4	-3.0	0	18	17	1	5	-16	-5
> Cc1ccc(S(=O)(=O)NC(=O)C2(C)CCN2C(=O)c2ccc(C(F)(F)F)nc2C)cc1 (stereo not drawn)
    8	·	0	10	0	1	·	3	-9
> C#CCSc1nnnn1-c1cccc(Cl)c1
    -39	-0.4	12	-6	-16	0	22	23	6
> Cc1ccccc1NC(=O)c1ccc([N+](=O)[O-])o1
    -4	1.5	0	13	1	-1	8	-7	6
> O=C(C1CCN(Cc2ccc(F)cc2)CC1)N(CCc1ccccc1)Cc1ccccc1
    1	-0.1	3	-1	-4	-2	-58	-2	-12
> O=C(OCC(=O)C12CC3CC(CC(C3)C1)C2)c1cnccn1
    7	0.2	0	5	14	4	18	-4	-1
> O=C(Nc1ccc(N2CCCCCC2)cc1)c1ccccc1Cl
    -10	-5.5	0	3	-10	-7	81*	-8	-14
> Cc1cccc(Cl)c1NC(=S)N1CCN(c2ccc([N+](=O)[O-])cn2)CC1
    5	1.1	2	4	4	2	3	-2	-3
> Cc1ccc(C)c(Nc2c([N+](=O)[O-])cc(C(=O)N3CC(=O)Nc4ccccc43)cc2[N+](=O)[O-])c1
    -5	-1.8	7	-6	-12	4	-19	11	13
> COc1ccc(CNC(=O)Cc2csc(Nc3nc(=S)[nH]c4ccccc34)n2)cc1
    6	3.2	2	10	-1	5	14	3	-7
> COc1ccc(NC(=O)COC(=O)/C=C/c2cnc3ccccc3n2)cc1
    2	0.2	1	3	0	-1	-2	6	5
> CC1(OC(=O)CCc2ccccc2)C(=O)C=C2C=C(c3ccc(C#N)cc3)N(CCc3ccccn3)C=C2C1=O (stereo not drawn)
    -3	0.9	0	-3	2	0	3	12	7
> COC(=O)CCC(=O)NNC(=O)c1cccc(Br)c1
    1	0.5	1	1	4	-5	-5	-4	-3
> CC1CN(C(=O)c2ccn(C)n2)CC(C)O1 (stereo not drawn)
    12	-0.2	1	2	1	-2	-6	-1	-2
> C=CCn1c(CCC(=O)O)ccc1-c1ccccc1
    2	0.0	0	7	7	2	3	-3	0
> COc1ccc(CC(=O)O/N=C(\N)c2ccccn2)cc1OC
    2	-0.8	1	8	2	-1	9	-2	2
> O=C(c1cnsn1)N1CCC(CO)(Cc2cccc(F)c2)CC1
    -12	-0.3	0	1	-8	3	4	12	0
> CC1(C)Cc2c(c(N3CCOCC3)nc3sc(C(=O)N4CCCCC4)c(N)c23)CO1
    1	-1.9	1	-2	-3	0	0	-1	-25
> O=C(NCC1(N2CCCCC2)CCCCC1)c1ccc(NS(=O)(=O)c2ccc(F)cc2)cc1
    -5	-1.1	2	-1	4	-5	-1	6	4
> CC(=O)c1cccc(NC(=O)c2ccccc2-c2ccccc2C(=O)O)c1
    5	-1.5	1	-1	-3	-1	3	0	-4
> CCS(=O)(=O)c1nc(S(=O)(=O)c2ccc(Cl)cc2)c(N2CCC(O)CC2)s1
    -10	2.4	4	9	-5	-4	-16	15	9
> Cc1nc2ccccc2c(=O)n1NC(=O)c1ccc(Cl)c(Cl)c1
    -5	-0.5	2	15	-2	-3	4	5	5

# An excerpt of these results, as tab-separated lines.
Compound	M4 PAM	CRFR2-BP ag	CHRM4 agonist	CHRM1 PAM	M5 PAM	CHRM5 agonist	CRFBP-R2 block	CHRM5 antagonist	M4 antag
C#CCSc1nnnn1-c1cccc(Cl)c1	-39	-0.4	12	-6	-16	0	22	23	6
Cc1ccccc1NC(=O)c1ccc([N+](=O)[O-])o1	-4	1.5	0	13	1	-1	8	-7	6
O=C(C1CCN(Cc2ccc(F)cc2)CC1)N(CCc1ccccc1)Cc1ccccc1	1	-0.1	3	-1	-4	-2	-58	-2	-12
O=C(OCC(=O)C12CC3CC(CC(C3)C1)C2)c1cnccn1	7	0.2	0	5	14	4	18	-4	-1
O=C(Nc1ccc(N2CCCCCC2)cc1)c1ccccc1Cl	-10	-5.5	0	3	-10	-7	81*	-8	-14
Cc1cccc(Cl)c1NC(=S)N1CCN(c2ccc([N+](=O)[O-])cn2)CC1	5	1.1	2	4	4	2	3	-2	-3
Cc1ccc(C)c(Nc2c([N+](=O)[O-])cc(C(=O)N3CC(=O)Nc4ccccc43)cc2[N+](=O)[O-])c1	-5	-1.8	7	-6	-12	4	-19	11	13
COc1ccc(CNC(=O)Cc2csc(Nc3nc(=S)[nH]c4ccccc34)n2)cc1	6	3.2	2	10	-1	5	14	3	-7
COc1ccc(NC(=O)COC(=O)/C=C/c2cnc3ccccc3n2)cc1	2	0.2	1	3	0	-1	-2	6	5
CC1(OC(=O)CCc2ccccc2)C(=O)C=C2C=C(c3ccc(C#N)cc3)N(CCc3ccccn3)C=C2C1=O (stereo not drawn)	-3	0.9	0	-3	2	0	3	12	7
COC(=O)CCC(=O)NNC(=O)c1cccc(Br)c1	1	0.5	1	1	4	-5	-5	-4	-3

# Carrying on.
# The line under a structure holds: M4 PAM	CRFR2-BP ag	CHRM4 agonist	CHRM1 PAM	M5 PAM	CHRM5 agonist	CRFBP-R2 block	CHRM5 antagonist	M4 antag
> Cc1cccc(NCN2C(=O)c3ccccc3C2=O)c1
    4	-2.1	1	2	-1	4	10	-2	4
> Cc1cc(=O)[nH]c(SCC(=O)c2ccc(C)c(C)c2)n1
    -7	3.9	0	4	-5	2	-28	4	3
> CC(=O)Nc1cccc(-c2cc(NC(C)=O)c3ncc(-c4ccccc4)n3c2)c1
    -11	·	12	-10	-3	2	·	3	10
> O=C(CNC(=O)C1CCCCC1)NNC(=O)c1ccc(Cl)cc1Cl
    5	0.7	0	4	7	-2	41	-19	-11
> O=C(CCCC(=O)NN=Cc1ccccc1Cl)NN=Cc1ccccc1Cl
    0	-6.0	5	-4	-3	0	-22	-5	-5
> Cc1ccc(Cl)cc1NC(=O)c1ccc(NC(=O)CCC(=O)O)cc1
    1	-0.5	1	4	-6	0	5	-1	-1
> Nc1ccn(CCCN2CCN(Cc3cccc4ccccc34)CC2)c(=O)n1
    1	-0.7	1	9	0	-1	6	1	-8
> CC(C)c1nnc(NC(=O)c2ccc3ccccc3c2)s1
    9	0.6	1	9	-1	-4	-31	5	-8
> CC1CCCC/C1=N\Nc1ccc(S(N)(=O)=O)cc1[N+](=O)[O-] (stereo not drawn)
    -9	-0.5	1	3	-13	-2	6	10	6
> c1ccc2c(c1)ncc1cccn12
    -5	-1.0	1	3	3	-1	4	-1	5
> CC(=O)c1ccc(NS(=O)(=O)c2ccc(N/C=C/C(=O)c3ccc(F)cc3)cc2)cc1
    -5	2.9	1	-2	-5	-4	-2	10	-3
> COc1cc(/C=C2\SC(N)=NC2=O)ccc1OCC(=O)Nc1ccc(C)cc1
    -4	15	3	4	0	-1	22	-2	2
> Cc1ccccc1NC(=O)COC(=O)/C=C/c1cn(-c2ccccc2)nc1-c1cccnc1
    0	-0.1	1	-8	-10	-1	-7	20	-3
> CC(C)CCNC(=O)C(=O)NCc1ccccc1
    -4	0.3	1	12	1	-5	-10	7	-5
> CCOC(=O)c1c(NC(=O)COC(=O)CCNS(=O)(=O)c2ccccc2)sc(C(=O)N(C)C)c1C
    -8	-1.2	4	1	-6	-4	-1	4	3
> COC(=O)Nc1ccc2c(c1)N(C(=O)CCN1CCN3CCCC3C1)c1ccccc1S2 (stereo not drawn)
    -6	-0.3	1	11	1	-6	-1	2	2
> CN(CC(=O)O)S(=O)(=O)c1cc(Cl)ccc1Cl
    6	-0.1	0	-4	4	1	-4	-1	1
> Cc1ccc(C(=O)OCC(=O)NCc2cccs2)cc1C
    9	-1.6	2	4	-1	-2	-12	2	-4
> COc1cccc(S(=O)(=O)NCC(=O)N2CCCC2)c1
    -1	-2.4	0	3	7	1	15	-1	0
> CC(=O)Cc1nsc(NC(=O)C2Cc3ccccc3C(=O)O2)n1 (stereo not drawn)
    8	-3.8	1	3	-2	3	5	-2	-10
> Cc1ccc([C@H]2C[C@H](O)[C@@H](n3cc(C4CC4)nn3)CN2Cc2cccs2)cc1
    3	1.6	1	19	6	7	-17	-13	-16

# Bioassay records: PubChem, several laboratories
